NPR2 activator: GC-B (human) receptor activation; HEK293-GC-B cells, CNP EC30, cGMP TR-FRET; 0% at EC30 CNP, 100% saturating CNP; activation, % at 10 µM; actives 0.11% (n = 370,000);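 active = activation at 10 µM reaching about 35% in either raw or pattern-adjusted values, limit read from the data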
HTRA1 inh: HTRA1 (human) protease inhibition. inhibition, % at 5.96 µM. recombinant HTRA1, FP-rhodamine activity-based probe, fluorescence polarization. actives 0.5% (n = 340,000). AID 504803; in the data active = inhibition above about 36%;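 also: 0% = enzyme with DMSO and 100% = wells lacking enzyme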
TCR CD3 inh: human TCR-CD3 binding inhibition; inhibition, % at 9.4 µM; actives 0.37% (n = 360,000); TAMRA-labeled TCR probe fluorescence, biochemical; in the data active = inhibition above about 19%;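 also: recombinant mutant TCR 2C K166C tagged with TAMRA read by polarization; 0% = receptor in buffer alone and 100% = receptor with positive control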
TDP2 absorb: TDP2 (human) inhibition, absorbance primary screen | O95551 | recombinant TDP2, T5PNP hydrolysis, p-nitrophenol absorbance 415 nm | inhibition, % at 12.8 µM | actives 0.34% (n = 370,000);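 active = inhibition above the mean of all tested compounds plus 3 SD, set per campaign, cut at about 25% in these data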;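 also: 0% = DMSO with enzyme and 100% = buffer with substrate but no TDP2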
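Incubation: 2 h at 37 °C; Test system: recombinant human TDP2; Quantity: enzyme 120 nM; Read-out basis: percent inhibition; Medium: 50 mM Tris-HCl pH 7.5 with Mg2+, KCl, DTT, BSA; Repeats: single replicate; Compound: 12.8 µM single point, 1% DMSO; Signal: epi absorbance; Reagent: 5 mM T5PNP chromogenic substrate; Benchmarks: no-enzyme high, DMSO-plus-enzyme low.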
rCAG binder: binds r(CAG) RNA repeats | r(CAG) RNA repeat, TO-PRO-1 dye displacement fluorescence | inhibition, % at 3 µM | actives 1.3% (n = 370,000);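 active = inhibition above the plate cutoff, the mean of all test compounds on that plate plus 3 SD, cut at about 35% in these data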;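 also: 0% = DMSO alone and 100% = 100 µM mitoxantrone as full dye displacement; higher means more dye released from RNA so lower well fluorescence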
SIAE inh: human SIAE inhibition, primary screen | Q9HAT2 | SIAE FP-Rh probe binding, fluorescence polarization | inhibition, % at 9.66 µM | actives 0.69% (n = 370,000) | AID 1053197;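 active = inhibition above a cutoff: mean of compounds within the control limits plus 3 SD of those, cut at about 17% in these data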;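 also: 0% = plate median of compound wells and 100% = probe without SIAE protein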
MBD2 inh: blocks human MBD2 binding to methylated DNA. TR-FRET, MBD2 binding to methylated oligonucleotide. Q9UBB5. actives 0.31% (n = 370,000). inhibition, % at 4.4 µM; in the data active = inhibition above about 13%
Target sequence (Q9UBB5 whole entry, looked up): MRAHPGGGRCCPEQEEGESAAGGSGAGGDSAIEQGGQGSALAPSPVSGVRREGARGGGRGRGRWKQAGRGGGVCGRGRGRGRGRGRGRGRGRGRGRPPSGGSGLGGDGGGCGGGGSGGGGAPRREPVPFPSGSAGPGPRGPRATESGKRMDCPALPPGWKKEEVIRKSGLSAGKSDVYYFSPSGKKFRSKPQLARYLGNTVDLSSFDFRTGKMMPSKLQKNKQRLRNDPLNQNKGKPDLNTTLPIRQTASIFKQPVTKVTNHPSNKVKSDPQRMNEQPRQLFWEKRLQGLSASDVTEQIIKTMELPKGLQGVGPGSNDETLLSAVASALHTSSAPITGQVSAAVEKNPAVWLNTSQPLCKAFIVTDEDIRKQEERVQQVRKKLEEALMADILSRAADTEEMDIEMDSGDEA
PRMT1 FP inh: inhibitors of human PRMT1; Q99873; recombinant PRMT1, activity-based probe fluorescence polarization; inhibition, % at 2.79 µM; actives 1.3% (n = 370,000);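 active = inhibition above about 21% made by adding two undisclosed values, limit read from the data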
LEDGF integ inh: blocks HIV-1 LEDGF/p75-dependent DNA integration; inhibition, % at 3.7 µM; TR-FRET IN-LEDGF/p75 DNA integration, Eu/Cy5; actives 0.64% (n = 370,000);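 active = inhibition above the screen-wide mean plus 3 SD, cut at about 13% in these data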;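 also: signal is the Cy5 over europium emission ratio at 671 and 618 nm; 0% = plate median of compound wells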
ABHD4 inh: inhibitors of mouse ABHD4; purified mABHD4, FP-Rh probe fluorescence polarization; inhibition, % at 8.92 µM; actives 0.54% (n = 370,000); AID 720543;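 active = inhibition exceeding the mean over every tested compound plus 3 SD, cut at about 30% in these data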;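 also: 0% = plate median of compound wells and 100% = S159A mutant with DMSO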
Target sequence (Q8VD66 whole entry, looked up): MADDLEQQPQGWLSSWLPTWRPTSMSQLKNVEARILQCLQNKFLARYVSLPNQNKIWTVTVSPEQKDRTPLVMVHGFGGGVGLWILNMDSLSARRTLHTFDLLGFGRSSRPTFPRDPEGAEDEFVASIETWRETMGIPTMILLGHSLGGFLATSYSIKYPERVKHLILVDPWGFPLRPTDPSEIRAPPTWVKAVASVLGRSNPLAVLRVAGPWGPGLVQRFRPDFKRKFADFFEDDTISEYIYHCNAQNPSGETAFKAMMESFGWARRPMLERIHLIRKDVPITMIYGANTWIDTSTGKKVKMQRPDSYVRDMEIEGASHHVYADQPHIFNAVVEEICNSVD
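system = mouse ABHD4 enzyme, wild type | medium = HEPES pH 7.0, NaCl, Pluronic buffer | also added = FP-Rh probe | incubation = Enzyme–compound pre-incubation 45 min, then probe 60 min, both 25 °C | technique = fluorescence polarization, excitation 525 nm, emission 598 nm, BODIPY TMR filters | controls = S159A mutant high control, sample median low control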
Starred values were filed as active, the others as inactive. Only part of the results is shown, so the mix of outcomes need not match the whole.

Start of the data: the first two records, to show the layout:
Screening O=C(/C=C/c1ccccc1Cl)NCc1ccccc1 returned NPR2 activator 1, HTRA1 inh -2, TCR CD3 inh -2, TDP2 absorb -7, rCAG binder 0, SIAE inh -1, MBD2 inh 0, PRMT1 FP inh 0, LEDGF integ inh 3 and ABHD4 inh -4.
Screening CCOC(=O)Nc1ccc2c(c1)N(C(=O)CCN1CCN3CCCC3C1)c1ccccc1CC2 (stereo not given) returned NPR2 activator -6, HTRA1 inh 4, TCR CD3 inh -5, TDP2 absorb 5, rCAG binder -9, SIAE inh 0, MBD2 inh 0, PRMT1 FP inh -2, LEDGF integ inh -2 and ABHD4 inh 3.

Results, repeating the preview:
Screening O=C(/C=C/c1ccccc1Cl)NCc1ccccc1 returned NPR2 activator 1, HTRA1 inh -2, TCR CD3 inh -2, TDP2 absorb -7, rCAG binder 0, SIAE inh -1, MBD2 inh 0, PRMT1 FP inh 0, LEDGF integ inh 3 and ABHD4 inh -4.
Screening CCOC(=O)Nc1ccc2c(c1)N(C(=O)CCN1CCN3CCCC3C1)c1ccccc1CC2 (stereo not given) returned NPR2 activator -6, HTRA1 inh 4, TCR CD3 inh -5, TDP2 absorb 5, rCAG binder -9, SIAE inh 0, MBD2 inh 0, PRMT1 FP inh -2, LEDGF integ inh -2 and ABHD4 inh 3.
Screening Cc1ccc(/C=C(/NC(=O)c2ccccc2)C(=O)NCCc2c[nH]c3ccccc23)o1 returned NPR2 activator 0, HTRA1 inh -5, TCR CD3 inh 11, TDP2 absorb 9, rCAG binder 10, SIAE inh 2, MBD2 inh -4, PRMT1 FP inh 9, LEDGF integ inh 2 and ABHD4 inh 3.
`COc1cc(S(=O)(=O)N2CCOCC2)cc(C(=O)OCC(=O)NC2CCCCC2)c1OC` gave NPR2 activator 4, HTRA1 inh 8, TCR CD3 inh -4, TDP2 absorb 4, rCAG binder -2, SIAE inh -2, MBD2 inh -3, PRMT1 FP inh -1, LEDGF integ inh 1 and ABHD4 inh 6.
`CC(O)[C@H](NC(=O)C1(c2ccccc2)CCN(C(=O)OC(C)(C)C)CC1)C(=O)O` (stereo not given in full) gave NPR2 activator 4, HTRA1 inh 6, TCR CD3 inh 1, TDP2 absorb -8, rCAG binder 2, SIAE inh 5, MBD2 inh -1, PRMT1 FP inh -3, LEDGF integ inh -1 and ABHD4 inh -5.
CC1CCC2C(=O)N(c3cccc(C(=O)Nc4ccc(F)cc4)c3)C(=O)C2C1 (stereo not given) was read as NPR2 activator 2, HTRA1 inh -19, TCR CD3 inh 3, TDP2 absorb -4, rCAG binder -5, SIAE inh -2, MBD2 inh -3, PRMT1 FP inh -3, LEDGF integ inh 3 and ABHD4 inh -6.
For COc1ccccc1N1CCN(S(=O)(=O)CCNC(=O)c2ccco2)CC1 the results were NPR2 activator 0, HTRA1 inh 4, TCR CD3 inh -2, TDP2 absorb -5, rCAG binder 0, SIAE inh -5, MBD2 inh 5, PRMT1 FP inh 1, LEDGF integ inh -1 and ABHD4 inh 3.
`O=C(OCc1cn([C@@H]2C[C@H](c3ccc(Cl)cc3)N(Cc3cccs3)C[C@H]2O)nn1)c1ccccc1` gave NPR2 activator 2, HTRA1 inh -8, TCR CD3 inh 0, TDP2 absorb 11, rCAG binder 6, SIAE inh -4, MBD2 inh 2, PRMT1 FP inh 7, LEDGF integ inh 1 and ABHD4 inh -1.
`Nc1cc(Cl)cc2c1-c1ccc(Cl)cc1C2O` (stereo not given) gave NPR2 activator 3, HTRA1 inh 1, TCR CD3 inh 5, TDP2 absorb -3, rCAG binder 4, SIAE inh 3, MBD2 inh 6, PRMT1 FP inh -1, LEDGF integ inh -1 and ABHD4 inh -1.
Screening O=C(CS(=O)(=O)Cc1ccccc1)Nc1ccc2c(c1)OCO2 returned NPR2 activator -4, HTRA1 inh 1, TCR CD3 inh -3, TDP2 absorb -4, rCAG binder 0, SIAE inh -4, MBD2 inh 5, PRMT1 FP inh 5, LEDGF integ inh -4 and ABHD4 inh 5.
For CC(=O)Nc1nc(C(=O)O)cs1 the results were NPR2 activator 0, HTRA1 inh 6, TCR CD3 inh -4, TDP2 absorb 9, rCAG binder 1, SIAE inh -2, MBD2 inh 0, PRMT1 FP inh 1, LEDGF integ inh -2 and ABHD4 inh 1.
`COc1ccccc1-c1cc(C2CC2)nc(N)c1C#N` gave NPR2 activator 3, HTRA1 inh -5, TCR CD3 inh -2, TDP2 absorb -15, rCAG binder 0, SIAE inh 0, MBD2 inh -6, PRMT1 FP inh -2, LEDGF integ inh 11 and ABHD4 inh -9.
Screening Cc1cc(C(=O)N2CCC2(C)C(=O)NS(=O)(=O)c2cccc(OC(F)F)c2)nn1C (stereo not given) returned NPR2 activator 1, TCR CD3 inh -6, TDP2 absorb -19, rCAG binder 2, SIAE inh -2, MBD2 inh -5, PRMT1 FP inh -1, LEDGF integ inh 2 and ABHD4 inh -1.
CCOC(=O)c1c(C)[n+](-c2ccc(C)cc2)c(CC)c2cc(OC)c(OC)cc12 was read as NPR2 activator 4, HTRA1 inh -5, TCR CD3 inh -5, TDP2 absorb 9, rCAG binder 1, SIAE inh 6, MBD2 inh 8, PRMT1 FP inh 6, LEDGF integ inh -3 and ABHD4 inh 7.
Screening Cc1ccc(/C(O)=C2/C(=O)C(=O)N(CCN3CCOCC3)C2c2cccnc2)cc1 (stereo not given) returned NPR2 activator -1, HTRA1 inh -2, TCR CD3 inh 1, TDP2 absorb 3, rCAG binder -1, SIAE inh -2, MBD2 inh 0, PRMT1 FP inh -1, LEDGF integ inh -5 and ABHD4 inh 0.
COc1cc(NC(=O)CCN2CCN(Cc3ccccc3)CC2)cc(OC)c1 was read as NPR2 activator 4, HTRA1 inh -5, TCR CD3 inh -5, TDP2 absorb 2, rCAG binder 0, SIAE inh -7, MBD2 inh 2, PRMT1 FP inh -2, LEDGF integ inh 0 and ABHD4 inh 4.
CC1=CC(C)C2(COC(=O)Nc3ccccc3)COC(C)C1C2C (stereo not given) was read as NPR2 activator -3, HTRA1 inh -19, TCR CD3 inh 5, TDP2 absorb 5, rCAG binder -6, SIAE inh 2, MBD2 inh 4, PRMT1 FP inh 1, LEDGF integ inh -4 and ABHD4 inh -1.
Screening CC(=O)N1CCOc2ccc(S(=O)(=O)N3CCC(C)CC3)cc21 returned NPR2 activator 0, HTRA1 inh 2, TCR CD3 inh 3, TDP2 absorb 13, rCAG binder -2, SIAE inh -1, MBD2 inh -2, PRMT1 FP inh -1, LEDGF integ inh 1 and ABHD4 inh 2.
CCCc1cc(C(=O)N2CCCC(Cc3ccccc3C)(C(=O)OCC)C2)no1 (stereo not given) was read as NPR2 activator 4, HTRA1 inh -7, TCR CD3 inh 6, TDP2 absorb 21, rCAG binder -6, SIAE inh 6, MBD2 inh -6, PRMT1 FP inh 1, LEDGF integ inh 1 and ABHD4 inh 4.
For COc1cccc(-c2nnc(-c3ccccc3[N+](=O)[O-])o2)c1 the results were NPR2 activator -4, TCR CD3 inh 0, TDP2 absorb 10, rCAG binder -2, SIAE inh 2, MBD2 inh -1, PRMT1 FP inh 1, LEDGF integ inh -2 and ABHD4 inh 1.
COc1ccc(CCNC(=O)c2ccc(Cl)cc2)cc1OC was read as NPR2 activator -5, HTRA1 inh 4, TCR CD3 inh 5, TDP2 absorb 5, rCAG binder -3, SIAE inh -4, MBD2 inh 0, PRMT1 FP inh 0, LEDGF integ inh 2 and ABHD4 inh 2.
`CC(C)c1cc(C(=O)NCCc2cccs2)c(N)s1` gave NPR2 activator 1, TCR CD3 inh -9, TDP2 absorb -3, rCAG binder 14, SIAE inh -2, MBD2 inh -5, PRMT1 FP inh 4, LEDGF integ inh 1 and ABHD4 inh 3.
CCn1c(CNC(=O)c2ccc(OC)c(OC)c2)nnc1SCC(=O)Nc1ccccc1 was read as NPR2 activator 1, HTRA1 inh 0, TCR CD3 inh -4, TDP2 absorb 2, rCAG binder -5, SIAE inh 4, MBD2 inh -4, PRMT1 FP inh -3, LEDGF integ inh 2 and ABHD4 inh 4.
Screening C=CC[N+](C)(C)c1ccc(CCC(=O)CCc2ccc([N+](C)(C)CC=C)cc2)cc1 returned NPR2 activator -1, HTRA1 inh 1, TCR CD3 inh 1, TDP2 absorb -4, rCAG binder 3, SIAE inh -3, MBD2 inh -5, PRMT1 FP inh -9, LEDGF integ inh 3 and ABHD4 inh -6.
For C[C@H](CO)N1C[C@H](C)[C@@H](CN(C)S(C)(=O)=O)Oc2ccc(NC(=O)CCC(F)(F)F)cc2C1=O the results were NPR2 activator -1, HTRA1 inh 3, TCR CD3 inh -3, TDP2 absorb -9, rCAG binder -3, SIAE inh 4, MBD2 inh -1, PRMT1 FP inh -1, LEDGF integ inh -3 and ABHD4 inh -10.
For COc1ccc2cc(C(c3nnnn3CCc3ccccc3)N3CCCC(C)C3)c(=O)[nH]c2c1 (stereo not given) the results were NPR2 activator 2, HTRA1 inh -11, TCR CD3 inh 2, TDP2 absorb -1, rCAG binder 3, SIAE inh -10, MBD2 inh -2, PRMT1 FP inh 1, LEDGF integ inh 0 and ABHD4 inh -2.
For c1ccc(COc2ccccc2CNCc2cccnc2)cc1 the results were NPR2 activator 1, HTRA1 inh 5, TCR CD3 inh 3, TDP2 absorb -9, rCAG binder -2, SIAE inh -3, MBD2 inh -4, PRMT1 FP inh -2, LEDGF integ inh -2 and ABHD4 inh 0.
For Cc1ccccc1C(=O)NC(NCC1CCCO1)C(Cl)(Cl)Cl (stereo not given) the results were NPR2 activator -4, HTRA1 inh 3, TCR CD3 inh -1, TDP2 absorb -3, rCAG binder -2, SIAE inh 1, MBD2 inh -2, PRMT1 FP inh -3, LEDGF integ inh -2 and ABHD4 inh 8.
For COc1ccc(S(=O)(=O)N(C)CC(=O)N2CCOCC2)cc1 the results were NPR2 activator 2, HTRA1 inh 6, TCR CD3 inh -1, TDP2 absorb -6, rCAG binder -4, SIAE inh -1, MBD2 inh 3, PRMT1 FP inh -1, LEDGF integ inh -2 and ABHD4 inh -3.
For Cc1ccccc1-n1nc(C)c2cc(C(=O)NCc3cccnc3)sc21 the results were NPR2 activator 7, HTRA1 inh -1, TCR CD3 inh 9, TDP2 absorb -6, rCAG binder -5, SIAE inh -3, MBD2 inh -9, PRMT1 FP inh 3, LEDGF integ inh -4 and ABHD4 inh -1.
Screening Cc1noc(NS(=O)(=O)c2ccc(N/C=C/C(=O)c3ccc4c(c3)OCO4)cc2)c1C returned NPR2 activator -3, HTRA1 inh 1, TCR CD3 inh -1, TDP2 absorb 13, rCAG binder 26, SIAE inh -2, MBD2 inh 3, PRMT1 FP inh -1, LEDGF integ inh 2 and ABHD4 inh 15.
For COc1ccc(-c2noc(N3CCC(C(=O)NCCCN4CCCC(C)C4)CC3)n2)cc1 (stereo not given) the results were NPR2 activator -3, HTRA1 inh 0, TCR CD3 inh -5, TDP2 absorb -10, rCAG binder 3, SIAE inh 3, MBD2 inh 2, PRMT1 FP inh 0, LEDGF integ inh -1 and ABHD4 inh -2.

Bioassay records as filed in PubChem.
